# ATXN2 expr inh = Primary qHTS for Inhibitors of ATXN expression | Potency, µM (doses to about 57 µM), for inactives: top-dose activity change, negative = inhibition, usual class: inhibitors | AID 1745845, 2022 | 0.72% of 360,000 active | HEK-293 ATXN2-luciferase reporter, luminescence, 24 h; note: potency is the fitted concentration of half-maximal effect; % is set by controls: 0 for no effect and ±100 for the full control effect; nearly all actives have a fitted effect of over 55% in size
#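 ATXN2-luciferase reporter cells (luciferase flanked by upstream and downstream ATXN2 gene portions) were treated 24 h at 37 °C with compounds at up to 57 uM. SteadyGlo luminescence gave expression; GF-AFC fluorescence gave viability.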
# HT1080NT lethal = qHTS for induction of synthetic lethality in tumor cells producing 2HG: qHTS for the HT-1080-NT fibrosarcoma cell line; Potency, µM (titrated, usually from 46.1 µM), for the others: at the highest dose activity, negative = less viability, actives largely listed as cytotoxic; AID 686970, 2013; HT-1080-NT fibrosarcoma viability, CellTiter-Glo ATP luminescence, 48 h; 1.6% of 360,000 active;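 note: NT is the 2HG producing partner of a matched IDH1 knockdown line; potency is the fitted concentration of half-maximal effect; 0% = DMSO-treated cells and -100% = media-only wells without cells; nearly all actives have a fitted effect of over 55% in size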
#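 Viability by CellTiter-Glo luminescence after 48 h compound exposure at 37C of HT-1080-NT cells (750/well, RPMI, 5% FBS). % activity scaled between DMSO wells and medium-only wells, then curve-fitted and categorized by curve class.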
# MCF10A rerep = A quantitative high throughput screen for small molecules that induce DNA re-replication in MCF 10a normal breast cells; MCF 10A DNA re-replication, Hoechst nuclear intensity, 48 h; Potency, µM (doses to about 46.1 µM), without a hit: top-dose activity, positive = re-replication, most hits filed as activators; 2.9% of 350,000 active; AID 624296, 2012; note: potency is the fitted concentration of half-maximal effect; % of control where 0% means no effect; nearly all actives have a fitted effect of over 50% in size
# WRN helicase inh = qHTS for Inhibitors of WRN Helicase. Bifunctional 3'-5' exonuclease/ATP-dependent helicase WRN (Homo sapiens), Q14191. WRN helicase unwinding, fluorescent forked duplex, kinetic. Potency, µM (top dose mostly 114 µM), for the others: at the highest dose activity change, negative = inhibition, actives largely listed as inhibitors. 0.46% of 360,000 active; note: potency is the fitted concentration of half-maximal effect; % is set by controls: 0 for no effect and ±100 for the full control effect; nearly all actives have a fitted effect of over 55% in size
#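 Kinetic red-fluorescence monitoring (525/598 nm) tracks WRN helicase activity after 100 nM fluorophore-quencher forked duplex and 2 mM ATP are added to 20 nM enzyme pretreated 15 min at room temperature with compound.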
# HT1080 IDH1KD tx = qHTS for induction of synthetic lethality in tumor cells producing 2HG: qHTS for the HT-1080-IDH1KD cell line; 2% of 360,000 active; HT-1080 IDH1 knockdown viability, ATP luminescence, 48 h; Potency, µM (highest dose often 46.1 µM), for inactives: at the highest dose activity, negative = toxicity, actives largely listed as cytotoxic;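 note: potency is the fitted concentration of half-maximal effect; 0% = DMSO wells and -100% = cell-free medium wells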
#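 In this qHTS, HT-1080 cells depleted of IDH1 are exposed for 48 h at 37 °C to compound titrations. Toxicity is scored from CellTiter-Glo luminescence, with DMSO as full viability and medium alone as none.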
# SW480 rerep = A quantitative high throughput screen for small molecules that induce DNA re-replication in SW480 colon adenocarcinoma cells; 1.8% of 340,000 active; SW480 DNA re-replication, Hoechst DNA content imaging, 48 h; Potency, µM (doses to about 46.1 µM), for inactives: at the highest dose re-replication activation, actives largely listed as activators; note: potency is the fitted concentration of half-maximal effect; % of control where 0% means no effect; nearly all actives have a fitted effect of over 55% in size
#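 Treated cells incubate 48 hr (37 C, 5% CO2), are stained 40 min with Hoechst, and nuclear fluorescence is enumerated; a rise in nuclei with high DNA signal marks re-replication.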
# KB-3-1 cytotox = qHTS assay for MDR1-selective chemotherapeutics: Primary screen using the parental adenocarcinoma cell KB-3-1 | KB-3-1 viability, CellTiter-Glo ATP luminescence, 72 h | Potency, µM (highest dose often 46.1 µM), for inactives: at the highest dose activity change, negative = cytotoxic, usual class: cytotoxic | 1.4% of 400,000 active; note: potency is the fitted concentration of half-maximal effect; % is set by controls: 0 for no effect and ±100 for the full control effect; nearly all actives have a fitted effect of over 60% in size
#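 Parental KB-3-1 viability, qHTS format: 72 h compound exposure, 37 °C; CellTiter-Glo; media-only wells and DMSO plates as controls; concentration-effect fits on corrected data.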
# IL-1B inflam inh = qHTS for Inhibitors of Inflammasome Signaling: IL-1-beta AlphaLISA Primary Screen. THP-1 LPS/ATP IL-1B secretion, AlphaLISA, 16 h; stronger effect = lower value. activity change, % at 57.5 µM. 4.7% of 360,000 active. AID 743279, 2014; in the data active = activity change below about -50%; inconclusive = mostly about -30% to -49%; note: % is set by controls: 0 for no effect and ±100 for the full control effect
#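 Secreted IL-1B measured by AlphaLISA bead assay after 16 h compound exposure of THP-1 cells; compounds (final up to 57.5 uM) added 1 h before LPS (250 ng/mL) and ATP (1.25 mM) stimulation; lower signal means less secretion.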
# KB-V1 MDR tox = qHTS assay for MDR1-selective chemotherapeutics: Primary screen using the drug-selected MDR subline cells KB-V1; 3.4% of 400,000 active; Potency, µM (titrated, usually from 46.1 µM), for the others: at the highest dose activity change, negative = cytotoxicity, most hits filed as cytotoxic; AID 1347076, 2019; KB-V1 MDR cells viability, CellTiter-Glo, 72 h; note: potency is the fitted concentration of half-maximal effect; % is set by controls: 0 for no effect and ±100 for the full control effect; nearly all actives have a fitted effect of over 60% in size
#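 Readout: CellTiter-Glo luminescence, 10 min after addition. Cells: KB-V1 MDR subline, 72 h at 37 degrees C with compound. Analysis: corrected, normalized data fitted to concentration-effect curves.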
# * = called active by the depositor; ? = inconclusive; · = not tested or not shown; & = joins results of further samples; [ ] = remark or other dose. Unless noted, calls come from the whole dose curve; as a rule, active = well fitted curve in the direction sought with a large enough effect; inconclusive = small, poorly fitted or top-dose-only effect, or another doubt; inactive = no such curve, though single readings can be large; an effect the other way counts as inactive or inconclusive.
# The first 2 compounds, to show the layout:
SMILES,ATXN2 expr inh,HT1080NT lethal,MCF10A rerep,WRN helicase inh,HT1080 IDH1KD tx,SW480 rerep,KB-3-1 cytotox,IL-1B inflam inh,KB-V1 MDR tox
Cc1ccc(NC(=O)CN(C)C(=O)Cn2nnc(-c3ccccc3C)n2)cc1,-1%,-2%,-47%[inhibitor],-12%,-8%,-11%,·,-11,·
CCC(COC(C)=O)Nc1nc2c([nH]1)c(=O)n(C)c(=O)n2C (configuration not stated),1%,1%,0%,7%,-1%,-5%,16%,33,?

# The listing, previewed entries included:
SMILES,ATXN2 expr inh,HT1080NT lethal,MCF10A rerep,WRN helicase inh,HT1080 IDH1KD tx,SW480 rerep,KB-3-1 cytotox,IL-1B inflam inh,KB-V1 MDR tox
Cc1ccc(NC(=O)CN(C)C(=O)Cn2nnc(-c3ccccc3C)n2)cc1,-1%,-2%,-47%[inhibitor],-12%,-8%,-11%,·,-11,·
CCC(COC(C)=O)Nc1nc2c([nH]1)c(=O)n(C)c(=O)n2C (configuration not stated),1%,1%,0%,7%,-1%,-5%,16%,33,?
Cc1ncc(S(=O)(=O)c2ccc(Cl)cc2)c(-c2ccccc2)n1,1%,-2%,?,-5%,4%,-4%,-7%,-16,-6%
COc1ccc(Nc2nc(NN)nc(Nc3ccc(OC)cc3)n2)cc1,·,-20%,6%,-6%,-7%,12%,0%,?,-27%
O=C(CSc1nnc(-c2ccccc2F)n1CCc1ccccc1)Nc1ccc2[nH]c(=O)[nH]c2c1,-4%,2%,23%,-17%,-2%,0%,11%,-21,-8%
C(=C\c1cc(/C=C/c2ccccc2)ncn1)/c1ccccc1,42%[activator],25%,7%,-12%,12%,-7%,4%,10,-4%
COc1cccc(CNC(=O)C2(C)CCCCN2C)c1 (configuration not stated),3%,22%,·,6%,14%,·,0%,0,2%
CCOc1ccccc1N1CCN(S(=O)(=O)c2ccc3c4c(cccc24)C(=O)N3)CC1,2%,-23%,?,?,-10%,4%,-3%,31,-28%
COc1cc(CNC(=O)CCC(=O)N2C[C@H]3C[C@H](C2)c2cccc(=O)n2C3)cc(OC)c1OC,0%,-1%,25%,6%,-2%,-3%,-2%,22,-13%
O=S(=O)(/N=C(/Nc1ccccn1)c1ccccc1)c1ccc(F)cc1,19%,4%,1%,-2%,3%,-8%,-25%,-10,?
CC1CCN(S(=O)(=O)c2ccc3c(c2)oc(=O)n3CC(=O)NCc2ccc3c(c2)OCO3)CC1,-14%,0%,13%,-1%,1%,2%,?,-17,-25%
COCC(=O)NC(c1ccccc1)c1ccccc1,-21%,5%,2%,2%,5%,1%,5%,8,7%
O=C(CSc1nc2ccccc2o1)N1c2ccccc2Sc2ccc(C(F)(F)F)cc21,-13%,-14%,-2%,-15%,-11%,3%,?,-1,-28%
Cc1cc(C)cc(Nc2cc(=O)n(C3CCCCC3)c(=O)[nH]2)c1,-4%,?,?,-17%,?,-9%,0%,22,?
COc1ccc(C(=O)Nc2ccc3oc(Cc4ccc(Cl)cc4)nc3c2)cc1OC,?,-12%,19%,-9%,-18%,-7%,?,7,-9%
Cc1cccc(NC(=O)Oc2ccc(Cl)c3cccnc23)c1,·,-5%,·,-4%,-9%,·,?,19,-10%
CCN1C(=O)/C(=C/C=C2/Sc3ccc4ccccc4c3N2CCO)SC1=S,-10%,-11%,1%,-25%,-2%,-4%,-8%,9,5%
COc1ccc(-c2cc(C(=O)Nc3cc(C)on3)no2)cc1,4%,10%,5%,-3%,12%,-11%,8%,-3,14%
C#CCOCCOCCOCCNc1nc(N2CCN(C(=O)[C@H]([C@@H](C)CC)n3cc([C@@H](N)Cc4ccc(O)cc4)nn3)CC2)nc(N2CCN(C(=O)[C@H](CCCCN)n3cc([C@@H](N)C(C)CC)nn3)CC2)n1 (some centres not stated),5%,7%,7%,7%,-2%,-29%[9.22 µM],6%,22,-11%
Cc1cc(C)nc(N2CCCC(C(=O)NC3CC3)C2)n1 (configuration not stated),-2%,1%,1%,12%,7%,-9%,-4%,-7,-6%
CCN1CCN(c2ccc(S(=O)(=O)N3CCOCC3)cc2NC(=O)c2ccc(Cl)s2)CC1,-1%,-2%,4%,-1%,4%,79%,1%,-14,-4%
O=C(Nc1ccc(Cl)c([N+](=O)[O-])c1)c1cnccn1,14%,-7%,-2%,-32%,4%,2%,8%,1,?
CC(=O)N1c2ccccc2N=C(c2ccc(C(F)(F)F)cc2)C1C(=O)NC(C)C (configuration not stated),·,-8%,·,-3%,-14%,·,13%,42,-24%
CC1=C(C(=O)OCc2ccccc2)C(c2cccnc2)c2c(n(C)c(=O)n(C)c2=O)N1 (configuration not stated),7%&14%,-3%,?,7%&0%,-1%&-24%,-13%&-2%,0%&-4%,4&-6,17%&-27%
O=C(COC(=O)c1ccc([N+](=O)[O-])cc1)Nc1cccnc1Cl,3%,10%,-1%,6%,7%,-6%,?,9,3%
Cc1cc(Br)c(NC(=O)COC(=O)CSc2nnc(-c3ccc(Cl)cc3)o2)c(Br)c1,8%,15%,5%,3%,19%,-1%,15%,7,?
O=C1NN(c2ccccc2)C(=O)C1=Cc1ccccc1O,·,?,·,2%,?,·,-17%,-8,11%
Cc1ccc(NC(=O)C(=O)NCCCN2CCOCC2)c(C)c1,1%,0%,-5%,2%,6%,1%,-6%,7,4%
COc1ccc(OC)c(C(c2nnnn2CC2CCCO2)N2CCN(C)CC2)c1 (configuration not stated),-13%,12%,3%,-11%,12%,0%,10%,-12,21%
CN(C)c1nnc(-c2ccc(Cl)cc2)o1,4%,14%,1%,0%,13%,-5%,-6%,-9,?
Cc1cccc(OCc2nnc(SCC(=O)Nc3cccc(C(=O)N4CCOCC4)c3)n2C)c1C,-9%,3%,1%,7%,8%,-2%,6%,15,22%
CC(c1nccs1)N(C)C(=O)c1ccc(OC2CCN(CCc3ccccc3)CC2)cc1 (configuration not stated),-17%,-1%,1%,-26%,1%,14%,·,-8,·
Cc1ccc(C(=O)N2CCN(Cc3nc4sc5c(c4c(=O)[nH]3)CCCC5)CC2)cc1,-18%,7%,0%,-3%,12%,-4%,?,9,16µM*
COc1cccc(C2(O)CCN(C(=O)C(C)C)CC2)c1,·,27%,-1%,-1%,3%,19%,-3%,24,-6%
COc1cccc(OC)c1C(=O)N1CCN(C(=O)c2ccc(-c3ccccc3)cc2)CC1,-9%,1%,16%,2%,-4%,-5%,11%,-18,8%
Cc1nc(SCC(=O)NC2CCCCC2)[nH]c(=O)c1C,2%,20%,?,-2%,19%,-4%,0%,8,5%
CC(C)[C@H]1COCCS(=O)(=O)N1Cc1cccc(Cl)c1,12%,13%,8%,-4%,8%,-5%,-5%&-2%,18,?
CCN(CC)CCNS(=O)(=O)c1ccc2c3c(cccc13)C(=O)N2,-14%,?,-1%,3%,-28%,5%,0%,-2,27%
COc1ccc(N2CCN(C(=O)c3cc(=O)[nH]c4ccccc34)CC2)cc1,-13%,3%,-3%,-2%[57.1 µM],0%,0%,8%,23,-3%
Cc1cn(C2OC(COC(=O)c3ccccc3)C(OC(=O)c3ccccc3)C2OC(=O)c2ccccc2)c(=O)[nH]c1=O (configuration not stated),-12%,-29%,?,-2%,?,?,7%,-15,?
Cc1ccc2[nH]c(=O)c3cc(C(=O)N(C)c4ccccc4C)sc3c2c1,·,0%,3%,-3%,7%,-28%,?,?,?
O=C(CSc1nnc(-c2ccccc2O)n1Cc1ccccc1)NNC(=O)c1ccccc1O,-32%,-19%,13%,?,-23%,·,?,0,-32%
C=CCSc1nsc(NC(=O)Nc2cccc(C(C)=O)c2)n1,-24%,?,5%,6%,16µM*,?,?,-100*,?
CCCCn1nc(NS(=O)(=O)c2cccc3nonc23)c2cc3cccc(C)c3nc21,·,-8%,0%,-4%,-2%,-5%,1%,5,-6%
Cc1cc(=O)n2[nH]c(NCc3ccccc3F)nc2n1,0%,-5%,-18%,6%,1%,-31%,-3%,-1,-7%
Cc1ccc(-c2cc(C(=O)O)c3sc(N4CCCCC4)nc3n2)cc1,0%,13%,0%,-7%,0%,-6%,5%,8,?
CC(=O)c1ccc(NC(=S)Nc2ccc3[nH]c(=O)[nH]c3c2)cc1,·,-21%,0%,-7%,-4%,-46%[inhibitor],0%,-8,9%

# Results in KB-V1 MDR tox, for some of the entries so far:
Structure | KB-V1 MDR tox
CCCCn1nc(NS(=O)(=O)c2cccc3nonc23)c2cc3cccc(C)c3nc21 | -6%
CC(C)[C@H]1COCCS(=O)(=O)N1Cc1cccc(Cl)c1 | ?
Cc1ccc(-c2cc(C(=O)O)c3sc(N4CCCCC4)nc3n2)cc1 | ?
C=CCSc1nsc(NC(=O)Nc2cccc(C(C)=O)c2)n1 | ?
O=C(CSc1nnc(-c2ccccc2O)n1Cc1ccccc1)NNC(=O)c1ccccc1O | -32%
Cc1cc(=O)n2[nH]c(NCc3ccccc3F)nc2n1 | -7%
Cc1ccc2[nH]c(=O)c3cc(C(=O)N(C)c4ccccc4C)sc3c2c1 | ?

# Assay outcomes: PubChem BioAssay, National Center for Advancing Translational Sciences (NCATS)

# The order is random; 12% or so of the library scored in one or more.
